Bioassay records as filed in PubChem.
AmpC no deterg – qHTS Inhibitors of AmpC Beta-Lactamase (assay without detergent); Potency, µM (series often up to 57.1 µM), inactives show top-dose activity change, negative = inhibition, hits mostly inhibitors; P00811; hit rate 0.52% among 330,000; AmpC nitrocefin hydrolysis, absorbance 480 nm, 0.0001% Triton;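 further: potency means the concentration at half of the fitted maximal effect; plate controls were no compound for no effect and no enzyme for full effect; nearly all actives have a fitted effect of over 20% in size; some results filed as inactive show a strong effect at the top dose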
Target sequence (P00811 whole entry, looked up): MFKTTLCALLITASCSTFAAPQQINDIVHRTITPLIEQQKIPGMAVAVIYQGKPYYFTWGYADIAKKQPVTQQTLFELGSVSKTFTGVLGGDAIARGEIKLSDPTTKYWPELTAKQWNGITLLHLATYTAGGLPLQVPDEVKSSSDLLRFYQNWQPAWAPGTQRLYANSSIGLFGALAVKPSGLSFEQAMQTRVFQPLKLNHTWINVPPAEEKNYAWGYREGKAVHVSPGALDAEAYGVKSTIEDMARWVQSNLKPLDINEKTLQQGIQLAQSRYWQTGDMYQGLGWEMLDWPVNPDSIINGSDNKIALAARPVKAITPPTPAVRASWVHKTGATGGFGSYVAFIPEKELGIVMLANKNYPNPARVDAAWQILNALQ
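20 mM phosphate pH 7.0 + 0.01% (detergent screen) or 0.0001% Triton X-100; 5.3 nM AmpC reagent; cpd preinc 15 min RT; nitrocefin (800 uM stock) to start; A480 q20 s × 4 min; Activity was normalised to no-enzyme and no-compound control wells.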
AmpC inh detg – qHTS Inhibitors of AmpC Beta-Lactamase (assay with detergent); P00811; Potency, µM (doses to about 114 µM), inactives show at the top dose activity change, negative = inhibition, actives largely listed as inhibitors; AmpC hydrolysis of nitrocefin, absorbance 480 nm, 0.01% Triton; hit rate 0.041% among 370,000;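 further: potency means the concentration at half of the fitted maximal effect; 0% = no-compound wells and -100% = no-enzyme wells; nearly all actives have a fitted effect of over 25% in size; some results filed as inactive show a strong effect at the top dose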
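AmpC (5.3 nM in the dispensed reagent) in 20 mM phosphate pH 7.0 with 0.01% (detergent screen) or 0.0001% Triton X-100 was preincubated with compounds for 15 min at room temperature. Nitrocefin was then added from an 800 uM solution, and hydrolysis was followed at 480 nm.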
Sm TGR inh – qHTS Assay for the Inhibitors of Schistosoma Mansoni Peroxiredoxins; hit rate 3% among 360,000; Schistosoma mansoni thioredoxin glutathione reductase (TGR), Q962Y6; Potency, µM (doses to about 114 µM), without a hit: at the highest dose activity change, negative = inhibition, actives largely listed as inhibitors; purified TGR, DTNB reduction, TNB absorbance 405 nm; further: potency means the concentration at half of the fitted maximal effect; nearly all actives have a fitted effect of over 60% in size
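Kinetic colorimetric format: TGR-catalysed, NADPH-driven DTNB reduction monitored via TNB absorbance. Enzyme dispensed at 20 nM; compound exposure 15 min at room temperature before reaction start.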
HCMV antiviral – qHTS Assay for inhibitors of the human cytomegalovirus (HCMV); activity change, negative = inhibition, % at 57.5 µM; AID 1259415, 2018; hit rate 4.5% among 410,000; HFF cells, HCMV-luciferase reporter, 72 h; hits give low values; in the data active means activity change below about -60%; inconclusive means no clear call, values can overlap the other calls; inactive means above about -39%
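HFF cells seeded 16 h at 37C, treated with compounds, infected with luciferase-reporter HCMV at MOI 1 PFU/cell; luciferase read at 72 h post infection, normalized to buffer-only and Salinomycin controls.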
HCV inhibitor – qHTS Assay for Inhibitors of Hepatitis C Virus (HCV). hit rate 3.4% among 340,000. Potency, µM (series often up to 41.8 µM), for the others: at the top dose activity change, negative = inhibition, actives largely listed as inhibitors. Huh7.5.1 HCVcc-Cre infection, luciferase reporter, 44 h; further: potency means the concentration at half of the fitted maximal effect
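Infectious HCVcc-Cre (~0.5 moi) was added to cells just after compound, with cells seeded 4 h earlier at 1,000 per well. Luciferase activity after 44 h culture reported infection; substrate was incubated 15 min at room temperature before reading.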
Giardia FBPA inh – qHTS Assay for Inhibitors of Fructose-1,6-bisphosphate Aldolase from Giardia Lamblia; A8B2U2; purified Giardia FBPA; hit rate 0.71% among 290,000; Potency, µM (highest dose often 59.6 µM), for inactives: at the highest dose activity, negative = inhibition, most hits filed as inhibitors; AID 2451, 2010; further: potency means the concentration at half of the fitted maximal effect; nearly all actives have a fitted effect of over 55% in size
Target sequence (A8B2U2 whole entry, looked up): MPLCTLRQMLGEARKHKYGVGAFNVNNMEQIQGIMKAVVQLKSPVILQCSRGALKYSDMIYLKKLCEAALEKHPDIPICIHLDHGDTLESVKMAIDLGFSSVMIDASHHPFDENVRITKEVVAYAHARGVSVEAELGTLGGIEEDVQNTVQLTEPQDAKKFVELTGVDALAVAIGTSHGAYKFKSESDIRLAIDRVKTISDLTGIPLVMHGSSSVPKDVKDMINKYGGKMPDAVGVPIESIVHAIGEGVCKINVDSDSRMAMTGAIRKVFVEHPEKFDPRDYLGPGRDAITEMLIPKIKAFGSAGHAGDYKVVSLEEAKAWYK
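40 nM FBPA preincubated 10 min at RT with compound (up to 57.5 uM final), then substrate plus GAPDH/TPI/NAD/arsenate coupling and diaphorase/resazurin added. Fluorescence read after 20 min at RT, 525/598 nm.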
An asterisk follows results filed as active; u = inconclusive; x = not tested or not shown; & = joins results of further samples; [ ] = another dose, or the depositor's remark. Unless noted, the call rests on the fitted dose curve; in most records, active means well fitted curve in the direction sought with a large enough effect; inconclusive means small, poorly fitted or top-dose-only effect, or another doubt; inactive means no such curve, though single readings can be large; an effect the other way counts as inactive or inconclusive. Unless noted, on the % scale 0 is the no-effect control and ±100 the full control effect.

Below each compound: AmpC no deterg | AmpC inh detg | Sm TGR inh | HCMV antiviral | HCV inhibitor | Giardia FBPA inh
O=C(CS(=O)c1ccc(C(F)(F)F)cc1[N+](=O)[O-])Oc1ccc(Cl)cc1 (stereo unspecified)
 : -25.0% | u | u | 104.1 | 0.0% | u
O=C1c2[nH]nc(-c3ccccc3O)c2C(c2cccc(Br)c2)N1Cc1ccncc1 (stereo unspecified)
 : x | 17.3% | 9.0% | -82.5* | x | x
Cc1ccc(N2C(=O)CSC23C(=O)N(CC(=O)NCCc2ccccc2)c2ccccc23)cc1C (stereo unspecified)
 : x | 11.2% | 9.5% | 5.8 | x | x
CCCN1CCN(C(=O)c2oc3ccccc3c2NC(=O)C2CC2)CC1
 : 0.0% | -3.9% | -6.6% | -22.4 | 11.1% | 2.0%
CC[C@]12c3[nH]c4ccc(Cl)cc4c3CCN1C(=O)[C@@H](CC(=O)NCCc1ccccn1)C[C@@H]2C(=O)N1CCN(C(=O)c2ccco2)CC1
 : 144.2%[activator] | x | x | 9.6 | u | x
CCN(CC)C(=O)[C@H]1CC(CC(=O)NCc2cccc(C(F)(F)F)c2)C(=O)N2CCc3c([nH]c4ccc(OC)cc34)[C@]12C (stereo partly specified)
 : 202.8%[activator] | x | x | -19.3 | u | x
CC(C)Cc1cc(C(C)(C)C)ccc1OC(=S)N(C)C
 : -7.0% | -8.6% | -14.8% | 5.5 | 6.4% | 0.8%
Cc1cc(C)c(S(=O)(=O)NC(C)C)c(C)c1-n1cnnn1
 : -27.3% | -0.1% | 13.3% | -29.2 | 13.4% | -1.9%
Cc1sc2nc3ccc(NCc4ccco4)nn3c(=O)c2c1C
 : -33.9% | 0.0% | 35.5µM* | 22.9 | -13.0% | 0.4%
Cc1ccc(Cc2c(C)nc3nc(SCC(=O)NCCCN4CCCCCC4)nn3c2C)cc1
 : 135.6%[activator] | -3.7% | u | u | u | -14.8%

(cont.)
Below each compound: AmpC no deterg | AmpC inh detg | Sm TGR inh | HCMV antiviral | HCV inhibitor | Giardia FBPA inh
Cc1cc(C)n2c(SCC(=O)Nc3cc(S(=O)(=O)N(C)C)ccc3C)nnc2n1
 : -14.0% | x | x | -25.1 | -2.8% | x
O=C(CC1CC2CCC1C2)Nc1nc(-c2ccccn2)cs1 (stereo unspecified)
 : -41.5% | -10.3% | -16.2% | 110.1 | u | u
COc1ccc2oc(=O)c(/C(C)=N/Nc3nc(-c4cc(C)ccc4C)cs3)cc2c1
 : -48.1% | -10.8% | -22.9% | u | -15.0% | 2.8%
CC(C)CC(=O)N1CCN(S(=O)(=O)c2ccc3ccccc3c2)CC1
 : 65.3%[activator] | 4.2% | -2.5% | -88.4* | u | 4.2%
O=C(NCc1ccccc1)c1cc(Sc2cccc(Cl)c2)nc2ccccc12
 : x | 1.9% | 9.3% | 5.9 | x | x
O=C(COC(=O)/C=C/c1ccc(Br)o1)NCCCN1CCCC1=O
 : -6.4%[11.4 µM] | u | 31.6µM* | 6.8 | 7.4% | -0.5%
Cc1c(C(=O)N2CCCCC2)c(S(=O)(=O)NCc2ccc(Cl)cc2)c(C)n1C
 : 39.3% | -13.5% | -10.1% | 6.9 | -0.1% | 2.1%
CCOC(=O)c1csc(NC(=O)c2cccs2)n1
 : -9.3% | -6.9% | -14.0% | 13.4 | -4.6% | -9.0%
NC(=O)C1CCN(C2CC(=O)NC2=O)CC1 (stereo unspecified)
 : -15.6% | -0.7% | u | -31.2 | 24.3% | 2.4%
O=C(/C=C/c1ccco1)OCc1nnc(-c2ccccc2)o1
 : -45.4% | -2.5% | 14.1µM* | 0.5 | 6.1% | 1.3%

(continued)
Below each compound: AmpC no deterg | AmpC inh detg | Sm TGR inh | HCMV antiviral | HCV inhibitor | Giardia FBPA inh
CNS(=O)(=O)c1cccc(C(=O)OCC(=O)NC2CCCC2)c1
 : -14.3% | -0.3% | 5.8% | 24.4 | 6.0% | 2.8%
OC(CN=c1sc2ccccc2n1CC(O)COc1ccccc1)COc1ccccc1 (stereo unspecified)
 : -1.5% | u | 0.0% | u | 11.2µM* | -6.1%
CN(C)c1nc(-c2ccccc2)nnc1C(F)(F)F
 : -5.9% | -5.2% | 10.7% | 53.9 | -0.8% | 8.1%
Cc1noc(/C=C/N(C)C)c1S(=O)(=O)NC1CCCCC1
 : -41.5% | 2.4% | -1.6% | 20.2 | 5.6% | 3.0%
COc1ccc2nc(SCC(=O)Nc3cc(C)on3)[nH]c2c1
 : -16.4% | -0.7% | 17.2% | 14.0 | -6.4% | 4.6%
O=C(Cc1ccc([N+](=O)[O-])cc1)Nc1ccc(Br)cn1
 : -26.0% | 0.7% | -15.7% | -61.2* | -15.0% | 1.0%
O=C(CNS(=O)(=O)c1ccccc1)NCC(=O)OCc1ccc(Br)cc1
 : 5.5% | 1.1% | -0.3% | 14.1 | 1.3% | -1.5%
Cc1ccc(CN2CCCn3nc(C(=O)NCc4ccc(N(C)C)cc4)cc3C2=O)cc1
 : x | 8.6% | 2.1% | -16.4 | x | x
O=C(Oc1ccc(Br)cc1C(=S)N1CCOCC1)c1cccc([N+](=O)[O-])c1
 : -42.6% | -9.4% | -10.6% | 19.3 | 9.4% | 0.8%
CCCCNC(=O)CCSc1ccc(C)cc1
 : -8.8% | u | 4.6% | 24.2 | -18.6% | 7.2%

2 successive records out of the list so far, quoted:
Below each compound: AmpC no deterg | AmpC inh detg | Sm TGR inh | HCMV antiviral | HCV inhibitor | Giardia FBPA inh
O=C(Oc1ccc(Br)cc1C(=S)N1CCOCC1)c1cccc([N+](=O)[O-])c1
 : -42.6% | -9.4% | -10.6% | 19.3 | 9.4% | 0.8%
CCCCNC(=O)CCSc1ccc(C)cc1
 : -8.8% | u | 4.6% | 24.2 | -18.6% | 7.2%

(next part)
Below each compound: AmpC no deterg | AmpC inh detg | Sm TGR inh | HCMV antiviral | HCV inhibitor | Giardia FBPA inh
CCOc1ccc(CN2CCN(CCCc3ccccc3)C(CCO)C2)cc1 (stereo unspecified)
 : 44.8% | u | u | 37.5 | -17.6% | -1.3%
Cc1cccc(C)c1NC(=O)C(Cl)=C(Cl)Cl
 : -6.0% | -3.5% | x | -89.0* | -26.1% | 4.3%
O=C(NCc1ccccc1)c1ccc(Br)cc1Br
 : -17.3% | 3.8% | 6.5% | -31.6 | 3.4% | 15.7%
COc1ccc2[nH]c3nc(SCC(=O)NC4CC4)nnc3c2c1
 : -10.1% | 2.3% | 4.7% | 13.8 | -14.7% | u
Cc1c(C(=O)OC(C)C)nnn1-c1nonc1N
 : -13.4% | 5.0% | -2.6% | -16.6 | 1.1% | 1.5%
COc1ccc(C(=O)OCc2cc(=O)n3ccsc3n2)cc1F
 : -21.9% | x | x | 89.1 | -17.0% | x
CCOC(CNC(=O)c1ccc2c(c1)ncn2-c1ccccc1OC)OCC
 : 77.1%[activator] | u | 10.5% | -28.7 | 18.7% | -2.2%
CN(C)c1cc(-c2ccc([N+](=O)[O-])cc2)oc(=O)c1Cl
 : -23.3% | -2.1% | -4.6% | -27.9 | -0.6% | 0.0%
CCO[C@@H]1OC(C(=O)O)=C[C@H](c2coc3ccccc3c2=O)[C@H]1CCCO
 : -22.0% | 6.2% | -1.4% | 41.3 | 6.5% | 11.1%
O=C(c1cccc(N2CCCC2=O)c1)N1CCOCC1
 : x | 2.7% | 26.0% | 22.2 | 11.4% | 13.5%

The results go on:
| structure | AmpC no deterg | AmpC inh detg | Sm TGR inh | HCMV antiviral | HCV inhibitor | Giardia FBPA inh |
| --- | --- | --- | --- | --- | --- | --- |
| Cc1nnc(N2CCCC(C(=O)Nc3ccccc3C(F)(F)F)C2)c2nn(-c3ccccc3)c(C)c12 (stereo unspecified) | x | -8.4% | -14.5% | -36.9 | x | x |
| CN(CC(=O)Nc1ccccc1C(F)(F)F)C(=O)c1cc(Cl)nc2ccccc12 | -21.7% | 1.0% | -3.0% | 4.7 | 5.9% | x |
| O=C(c1ccc(N2CCCC2=O)cc1)N1CCN(c2ccccc2Cl)CC1 | 134.2%[activator] | 6.6% | -5.6% | -15.7 | 4.8% | x |
| CC(=O)c1c(C)[nH]c(C(=O)OCC(=O)N2CC(C)OC(C)C2)c1C (stereo unspecified) | -11.6% | u | -9.9% | -7.3 | 8.4% | x |
| COC(=O)CNC(=O)c1ccc(C)s1 | -0.8% | 2.2% | -1.8% | -101.8* | -20.5% | 8.5% |
| O=C(NCc1ccco1)c1ccc(Cn2c(SCc3ccccc3F)nc3cccnc32)cc1 | x | 9.8% | -19.6% | u | x | x |
| O=C(c1ccc(N2CCOCC2)c([N+](=O)[O-])c1)N1CCCC(C(F)(F)F)C1 (stereo unspecified) | -4.4% | u | 0.8% | -0.9 | -14.4% | x |
| CC(=O)Nc1sc2c(c1C(c1ccccc1)N1CCOCC1)CCCC2 (stereo unspecified) | -22.4% | 0.7% | -31.4% | -28.3 | 35.8%[activator] | 1.0% |
| Cc1cc(NC(=O)CN2CCN(c3cccc(Cl)c3)CC2)no1 | 8.7% | 3.2% | -6.9% | 1.6 | 10.9% | 2.2% |
| CCCCc1nnc(SCC(=O)NC2CCCCC2)n1C | -18.4% | 4.6% | -33.6% | 5.9 | 16.3% | 5.4% |
| COc1ccc(CCNC(=O)CCN2C(=O)COc3ccccc32)cc1OC | -6.5% | -17.0% | 12.4% | -28.8 | -0.8% | -3.9% |
| O=[N+]([O-])c1ccc(N2CCN(c3ccccc3)CC2)cc1 | -14.9% | 1.2% | 18.3% | 4.0 | 19.6% | 11.7% |
| Cc1nn(C(C)C(=O)NCCc2ccccc2)c(=O)c2cc3occc3n12 (stereo unspecified) | -8.9% | -1.4% | -7.6% | 0.0 | -11.8% | x |
| O=C(CSc1nc2ccccc2c(=O)n1CC1CCCCC1)N1CCOCC1 | 144.4%[activator] | -12.5% | -13.6% | -14.2 | u | -3.2% |
| Cc1ccc(C(C(=O)NC2CCCCC2)N(C(=O)c2csnn2)C2CCCC2)o1 (stereo unspecified) | 2.2% | -6.0% | -25.6% | -37.8 | 13.3%&5.9% | -0.4% |
| Cc1ccc(NC(=O)COC(=O)c2ccccc2Nc2ccccc2)cc1 | 25.1µM* | -2.2% | -2.5% | -35.3 | -14.0% | 0.1% |
| O=C(Nc1ccc2c(c1)OCCO2)C1CCCN1S(=O)(=O)c1ccc(Cl)cc1 (stereo unspecified) | -37.9% | u | -32.9% | -24.8 | 7.8% | -9.8% |
| N/C(=N\OC(=O)N1CCOCC1)c1ccc(Br)cc1 | 0.7% | -3.3% | 8.7% | -76.0* | u | 1.5% |

Some entries already given, reduced to AmpC inh detg:
| structure | AmpC inh detg |
| --- | --- |
| Cc1nn(C(C)C(=O)NCCc2ccccc2)c(=O)c2cc3occc3n12 (stereo unspecified) | -1.4% |
| O=C(CSc1nc2ccccc2c(=O)n1CC1CCCCC1)N1CCOCC1 | -12.5% |
| Cc1ccc(C(C(=O)NC2CCCCC2)N(C(=O)c2csnn2)C2CCCC2)o1 (stereo unspecified) | -6.0% |

The order is random; about 9.9% have a hit in one of these screens.
